# BAZ2B block: blocks human BAZ2B; Q9UIF8; AlphaScreen BAZ2B-H3K14Ac peptide displacement; Potency, µM (top dose mostly 114 µM), without a hit: at the top dose activity change, negative = inhibition, most hits filed as inhibitors; 360,000 tested, 4.4% active; note: % is set by controls: 0 for no effect and ±100 for the full control effect; nearly all actives have a fitted effect of over 60% in size
#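 AlphaScreen displacement: compounds (up to 110uM) incubated 30 min at room temperature with a preformed 50 nM BAZ2B/50 nM biotinylated H3K14Ac peptide complex in PBS pH 7.4 with Tween-20. Donor and acceptor beads at 10 ug/mL final added, 20 min light-protected before reading.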
# BLM helicase inh: inhibitors of human Bloom syndrome helicase BLM; P54132; recombinant BLM DNA unwinding, fluorescence dequenching; Potency, µM (top dose mostly 56.1 µM), for the others: at the top dose activity change, negative = inhibition, most hits filed as inhibitors; 350,000 tested, 0.2% active;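 note: plate controls were vehicle for no effect and no enzyme for full effect; nearly all actives have a fitted effect of over 35% in size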
# Target sequence (P54132 whole entry, looked up): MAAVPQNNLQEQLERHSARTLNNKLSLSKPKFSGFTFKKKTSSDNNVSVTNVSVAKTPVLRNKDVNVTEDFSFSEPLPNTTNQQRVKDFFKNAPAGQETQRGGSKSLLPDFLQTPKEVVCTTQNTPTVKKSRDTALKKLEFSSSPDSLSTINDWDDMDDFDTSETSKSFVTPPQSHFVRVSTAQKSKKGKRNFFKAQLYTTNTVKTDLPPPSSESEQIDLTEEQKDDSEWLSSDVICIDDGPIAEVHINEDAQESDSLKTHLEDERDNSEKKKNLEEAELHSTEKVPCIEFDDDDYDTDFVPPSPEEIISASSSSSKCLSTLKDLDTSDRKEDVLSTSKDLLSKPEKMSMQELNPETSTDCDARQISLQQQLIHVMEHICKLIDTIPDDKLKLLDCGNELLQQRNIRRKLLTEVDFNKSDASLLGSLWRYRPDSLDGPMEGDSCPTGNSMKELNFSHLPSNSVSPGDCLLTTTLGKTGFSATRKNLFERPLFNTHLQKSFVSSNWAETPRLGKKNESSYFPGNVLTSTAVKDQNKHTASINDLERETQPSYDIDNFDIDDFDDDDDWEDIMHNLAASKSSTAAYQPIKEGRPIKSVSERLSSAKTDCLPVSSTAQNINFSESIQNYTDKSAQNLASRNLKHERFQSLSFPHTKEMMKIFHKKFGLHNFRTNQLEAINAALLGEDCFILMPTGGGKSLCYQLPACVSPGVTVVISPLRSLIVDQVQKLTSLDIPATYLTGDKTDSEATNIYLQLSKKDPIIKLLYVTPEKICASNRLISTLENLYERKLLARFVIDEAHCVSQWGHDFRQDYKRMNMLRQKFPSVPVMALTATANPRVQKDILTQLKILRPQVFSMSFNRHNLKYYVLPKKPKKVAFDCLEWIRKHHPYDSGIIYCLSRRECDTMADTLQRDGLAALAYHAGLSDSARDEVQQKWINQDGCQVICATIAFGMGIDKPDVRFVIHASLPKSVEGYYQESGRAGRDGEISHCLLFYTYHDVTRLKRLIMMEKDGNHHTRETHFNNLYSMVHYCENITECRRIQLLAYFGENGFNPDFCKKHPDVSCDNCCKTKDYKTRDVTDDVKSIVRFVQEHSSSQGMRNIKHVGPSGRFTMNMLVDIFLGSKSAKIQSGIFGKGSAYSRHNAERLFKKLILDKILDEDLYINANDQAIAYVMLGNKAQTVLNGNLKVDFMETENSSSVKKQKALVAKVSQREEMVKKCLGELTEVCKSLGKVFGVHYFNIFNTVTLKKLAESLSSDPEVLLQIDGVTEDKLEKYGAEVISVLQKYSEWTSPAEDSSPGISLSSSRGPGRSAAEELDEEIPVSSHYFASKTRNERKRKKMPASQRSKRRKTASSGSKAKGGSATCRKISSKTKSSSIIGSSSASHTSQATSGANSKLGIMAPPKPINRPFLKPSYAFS
# GLS inhibitor: glutaminase GLS (human) inhibition; O94925; GLS enzymatic activity, qHTS titration; Potency, µM (doses to about 45.5 µM), without a hit: at the highest dose activity change, negative = inhibition, usual class: inhibitors; 410,000 tested, 0.21% active; note: % is set by controls: 0 for no effect and ±100 for the full control effect
#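 Human kidney-isoform GLS in 45 mM KH2PO4 pH 8.2, 0.02% Tween-20, with compound, started with 1mM L-Glutamine (added stock). Glutamate oxidase/HRP/Amplex red coupled fluorescence read at start and after 30 min at RT.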
# POLI inh: DNA polymerase iota (human) inhibition. 390,000 tested, 1% active. Q9UNA4. Pol iota fluorescent replication assay, 10 min. Potency, µM (doses to about 115 µM), without a hit: top-dose activity, negative = inhibition, actives largely listed as inhibitors
#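 Fluorescent replication assay read twice, at 0 min and 10 min after adding 50 nM (final) substrate. Enzyme (10 nM) and compounds were first incubated 15 min at room temperature; enzyme-free buffer wells were negative controls.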
# G9a block: inhibitors of human histone lysine methyltransferase G9a; Q96KQ7; G9a H3K9 monomethylation, AlphaScreen, 2 h; Potency, µM (highest dose often 102 µM), for the others: at the top dose activity, negative = inhibition, actives largely listed as inhibitors; 350,000 tested, 8.8% active; note: % is set by controls: 0 for no effect and ±100 for the full control effect; nearly all actives have a fitted effect of over 75% in size
#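 Compounds were preincubated with 20 nM G9a for 15 min, after which biotinylated H3K9 peptide (500 nM) and SAM (20 uM) started a 2 h room-temperature reaction. Monomethylated product was quantified by antibody-based AlphaScreen chemiluminescence.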
# JMJD2A Tudor: inhibitors of human JMJD2A Tudor domain; AlphaScreen JMJD2A-Tudor / H3K4me3 peptide binding; Potency, µM (titrated, usually from 114 µM), for the others: top-dose activity change, negative = inhibition, actives largely listed as inhibitors; 390,000 tested, 4.4% active; AID 504339; note: % is set by controls: 0 for no effect and ±100 for the full control effect; nearly all actives have a fitted effect of over 50% in size
# PGK inhibitor: inhibitors of T. brucei phosphoglycerate kinase. Potency, µM (titrated, usually from 57.5 µM), inactives show top-dose activity change, negative = inhibition, most hits filed as inhibitors. PGK/GAPDH coupled, Kinase-Glo luminescence, 60 min. AID 602233. P07378. 380,000 tested, 0.043% active; note: % is set by controls: 0 for no effect and ±100 for the full control effect; nearly all actives have a fitted effect of over 60% in size
#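 Luminescent ATP detection (Kinase-Glo Plus) follows a 60-minute room-temperature incubation, with wells lacking PGK as controls. Buffer: 100 mM TEA (pH 7.6), 5 mM MgCl2, 0.01% Tween-20. Coupling enzyme GAPDH (100 nM final) supplies unstable 1,3-BPG in-well.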
# HP1b binding inh: blocks HP1-beta chromodomain binding to methylated histone tails | P83916 | AlphaScreen HP1-beta / biotin-H3K9me3 peptide binding | Potency, µM (doses to about 114 µM), for the others: top-dose activity change, negative = inhibition, hits mostly inhibitors | 390,000 tested, 0.56% active; note: nearly all actives have a fitted effect of over 70% in size; inactives centre near 23
#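 Compound inhibition of the preformed complex between 50 nM HP1-beta and 50 nM biotinylated H3K9me3 peptide was read by AlphaScreen. Buffer was PBS pH 7.4 with 0.01% Tween-20. Incubations ran 30 min at room temperature, with 10 ug/mL donor/acceptor beads.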
# Pin1 inhibitor: inhibitors of human Pin1. Q13526. Pin1 FP peptide displacement, HiFluor488, 10 min. Potency, µM (doses to about 115 µM), for the others: at the top dose activity, negative = inhibition, actives largely listed as inhibitors. 390,000 tested, 0.009% active. AID 504891; active = well fitted inhibition curve with a large enough effect in the polarisation, with a control signal flat, not every such curve was filed as active; inconclusive = small, poorly fitted or top-dose-only effect, or effect the other way, or a change in a side signal; inactive = no such curve, though single readings can be large or run the other way; the % refers to the polarisation; note: % is set by controls: 0 for no effect and ±100 for the full control effect
# Numbers without * were called inactive; i = inactive; ? = inconclusive; . = not tested or not shown; & = joins results of further samples; [ ] = remark or other dose. Unless noted, calls come from the whole dose curve; as a rule, active = well fitted curve in the direction sought with a large enough effect; inconclusive = small, poorly fitted or top-dose-only effect, or another doubt; inactive = no such curve, though single readings can be large; an effect the other way counts as inactive or inconclusive. Potency is the fitted concentration of half-maximal effect.
SMILES,BAZ2B block,BLM helicase inh,GLS inhibitor,POLI inh,G9a block,JMJD2A Tudor,PGK inhibitor,HP1b binding inh,Pin1 inhibitor
Cc1ccc(NC(=O)CSc2nc(-c3ccco3)cc(C(F)(F)F)n2)cc1,5%,-2%,8%,-24%,29%[59 µM],4%,-11%,37%[activator],3%
Cc1cc(C)nc(SCC(=O)n2c3c(c4ccccc42)CCCC3)n1,-3%,1%,-5%,14%,18%[59 µM],-10%,-5%,10%,1%
Cc1ccc(C2=Nc3ccccc3NC(c3ccncc3)=N2)cc1,?,-3%,11%,20%,?,?,.,-4%,-6%
O=C1CCCC(=O)N1c1ccc(Oc2ccc(Cl)cc2)cc1,20%,-4%,0%,2%,2%[59 µM],1%,i,32%,-3%
CC(C)(CNC(=O)COc1ccccc1Cc1ccccc1)N1CCOCC1,16%,0%,5%,132%[activator],6%,7%[57.1 µM],-4%,41%,1%
COCCn1c(SCC(=O)Nc2cc(C)cc(C)c2)nnc1C(C)C,-1%,1%,1%,?,1%,-3%,-2%,44%[activator],5%
O=C(CCn1c(=S)oc2ccccc21)Nc1ccccc1Br,-2%,-10%,-1%,-4%,-13%,-6%,-4%,45%[activator],-1%
CC(Oc1ccc2c(c1)oc(=O)c1ccccc12)C(=O)NC(Cc1c[nH]c2ccc(O)cc12)C(=O)O (centres undefined),-35%,-2%,-29%,-23%,10%[12.7 µM],-20%,1%,9%,-6%
CC(C)=C(NC(=O)c1ccccc1)C(=O)Nc1cccc(C)c1,1%,-1%,-7%,2%,53%[activator],-19%,-4%,37%,1%
COC(=O)c1ccc(-n2nnc(-c3nc(-c4ccccc4Cl)no3)c2C)cc1,-2%,-2%,2%,-2%,10%[59 µM],2%,.,41%,0%
Cc1ccc(C2CC(=O)c3cnc(NC(=O)c4ccco4)nc3C2)cc1 (centres undefined),-17%,-2%,-3%,-2%,-28%[12.7 µM],-20%,-2%,19%,5%
CCOC(=O)C1=C(C)NC(=O)NC1c1ccc(C)o1 (centres undefined),-11%,-4%,?,56µM*,?,-29%,-5%,17%,-6%
COc1ccc(NS(=O)(=O)c2cccc(C(=O)N3CCC3)c2)cc1,13%,.,6%,8%,5%,0%,-11%,19%,-3%
CCCCCN=C(N)N/N=C/c1c[nH]c2ccc(OC)cc12,.,-4%&1%,14%&0%,-10%,3%&-42%[2.33 µM],?,3%,-10%,4%
COc1cc(C2=NC(CO)(CO)CO2)cc(OC)c1OC,4%,-10%,?,72%[activator],.,-21%,-6%,28%,2%
O=C(CNS(=O)(=O)c1ccccc1)N/N=C/c1ccc(O)cc1,-5%,-1%,14%,72%[activator],11%,-13%,-1%,15%,-1%
COc1ccc(C2CC3(O)CC(C#N)(C(=O)N3)C2(C#N)C#N)cc1 (centres undefined),-11%,-4%,-1%,6%,-8%,7%,-8%,61%[activator],-2%
COc1ccc(N(C(=O)c2ccco2)C(C(=O)NC2CCCC2)c2ccncc2)cc1OC (centres undefined),-5%,4%,3%,55%[activator],71µM*,1%,10%,31%,6%
CC(C)N(C(=O)Cn1cc(S(=O)(=O)CC(=O)N2CCOCC2)c2ccccc21)C(C)C,-2%,1%,-6%,7%,.,-20%,10%,43%[activator],-2%
COc1ccccc1C(=O)N1CCN(Cc2nc(CC3CC3)no2)CC1,2%,-5%,-6%,3%,5%,-11%,-4%,35%,-2%
CCN(CC)CCCNC(=O)CCC(=O)Nc1ccc2nc(N3CCCCC3)cc(C)c2c1,.,19%,10%,40%[activator],?,-16%,-7%,27%,12%
Oc1ccc(Cl)cc1Nc1nc2ccccc2n2cnnc12,2%,-4%,-12%,45%[activator],0%[59 µM],4%,-3%,45%[activator],1%
Cc1cc(-c2cc(C(=O)NCc3ccccc3)on2)nc(S(C)(=O)=O)n1,2%,-1%,1%,4%,9%[59 µM],-15%,7%,22%,0%
CCOc1cc2[nH]c(=O)n(CCCCCC(=O)NC(C)CC)c(=O)c2cc1OCC (centres undefined),5%,-1%,2%,16%,10%[59 µM],2%,-3%,31%,-3%
CC(C)n1nc(C(=O)Oc2cc(Cl)ccc2Cl)c2ccccc2c1=O,-3%,-3%,18%,13%,-46%[59 µM],-5%,-4%,100%[activator],?

# Just PGK inhibitor and HP1b binding inh (3 entries from above):
Compound | PGK inhibitor | HP1b binding inh
COc1ccc(C2CC3(O)CC(C#N)(C(=O)N3)C2(C#N)C#N)cc1 (centres undefined) | -8% | 61%[activator]
COc1ccc(NS(=O)(=O)c2cccc(C(=O)N3CCC3)c2)cc1 | -11% | 19%
Cc1ccc(C2=Nc3ccccc3NC(c3ccncc3)=N2)cc1 | . | -4%

# The results go on:
SMILES,BAZ2B block,BLM helicase inh,GLS inhibitor,POLI inh,G9a block,JMJD2A Tudor,PGK inhibitor,HP1b binding inh,Pin1 inhibitor
COC(=O)c1cc(Cl)c(NC(=O)/C=C/c2ccc(Cl)cc2)cc1OC,0%,-14%,-1%,11%,15%[59 µM],-6%,i,52%[activator],54%[activator]
Cc1c(C)c2ccc(OCC(=O)NC3CCN(Cc4ccccc4)CC3)c(C)c2oc1=O,-17%,-9%,4%,9%,29%,-12%,-6%,20%,-2%
CC(=C/c1ccccc1)/C=N/n1c(C)n[nH]c1=S,-7%,-1%,-4%,12%,.,32µM*,6%,2%,-2%
Cc1cccc(C2Nc3ccccc3C(=O)N2c2ccc(F)cc2)n1 (centres undefined),-9%,3%,-7%,173%[activator],-11%[59 µM],-17%,-3%,6%,-9%
COc1ccc([N+](=O)[O-])cc1N(CC(O)CN1CCCCC1)S(=O)(=O)c1ccccc1 (centres undefined),-13%,0%,-2%,62%[activator],.,-16%,4%,9%,-3%
CC(C)C(NS(=O)(=O)c1cccs1)C(=O)NCc1ccccc1Cl (centres undefined),44%[activator],2%,-2%,32%[activator],3%,-10%,5%,8%,2%
CC(c1ccc(F)cc1)n1cc(C(=O)NCCN(C)C)nn1 (centres undefined),-36%,2%,0%,11%,45µM*,4%,i,55%[activator],-8%
Cc1nc(C)c(C(=O)OCC(=O)NCc2ccccc2Cl)s1,.,.,0%,1%,.,-10%,-7%,50%[activator],-9%
COc1cc(OC)c(C2C=C(C(=O)O)Nc3ncnn32)cc1OC (centres undefined),?,1%,5%,-8%,?,?,-5%,21%,-1%
CCOc1ccc(N2CC(C(=O)Nc3ccc(S(=O)(=O)N4CCCC4)cc3)CC2=O)cc1 (centres undefined),-2%,-6%,-1%,45%[activator],35µM*,-5%,1%,18%,7%
C[C@H](O)[C@@H]1C(=O)N2CCc3ccc(N4CCN(C)CC4)cc3[C@@H]2C[C@@H]1N(C)C(=O)c1ccc(C#N)cc1,.,.,-1%,37%[activator],.,-7%,-1%,22%,-2%
Cc1ccc(C)c(N2CCN(CCCNC(=O)C3COc4ccccc4C3)CC2)c1 (centres undefined),-27%,1%,11%,-11%,12%[59 µM],-32%,2%,11%[57 µM],-1%
CCN1C(=O)C(Cc2nc3ccccc3c(=O)n2C)c2ccccc21 (centres undefined),-1%,-4%,-18%,-1%,?,-11%,i,38%,0%
O=C(COC(=O)C1CCN(C(=O)Nc2ccccc2)CC1)NCC(F)(F)F,2%,-3%,3%,101%[activator],-37%,1%,10%,23%,-1%
CC(C)(C)c1ccc(OCC(=O)NC(Cc2c[nH]c3ccccc23)C(=O)O)cc1 (centres undefined),?,-2%,18%,1%,?,-30%,4%,28%,3%
Cc1ccc(NC(=O)C2CCCN(S(=O)(=O)c3cccc4nsnc34)C2)c(C)c1 (centres undefined),.,-3%,-1%,13%,0%[59 µM],-9%,-8%,33%,?
O=C(Cn1c(C(F)(F)F)nc2ccccc21)c1ccc(Br)cc1,11%[57.1 µM],-13%,9%,-3%,21%,9%,-6%,27%,17%
O=C(Nc1ncc(S(=O)(=O)c2ccc([N+](=O)[O-])cc2)s1)c1ccc2ccccc2c1,-26%,-3%,7%,-11%,20%[59 µM],-18%,0%,20%,-6%
Cc1c(NC(=O)N(C)C)c(=O)n(-c2ccccc2)n1C,-6%,0%,-6%,11%,8%[59 µM],-1%,12%,33%,-6%
CSc1nnc(-c2ccccc2)n1C,-2%,5%,4%,-24%,28%[59 µM],-8%,-9%,9%,3%
COC(=O)C1=NN(c2ccccc2)C2(S1)S/C(=C\c1ccccc1)C(=O)N2c1ccccc1 (centres undefined),-13%,-10%,-3%,-9%,?,-33%,-8%,-12%,-5%
Cc1ccc(NC(=O)Cn2c(=O)n(Cc3nc(-c4ccccc4)no3)c(=O)c3cc4c(cc32)OCO4)cc1C,-16%,-2%,-9%,8%,-6%[59 µM],9%,-2%,57%[activator],7%
c1ccc(-c2n[nH]c(-c3ccccn3)n2)nc1,0.71µM*,3%&-1%,4%&-5%,82%[activator],?,1µM*,?,29%&57%,1%&-3%
CCCC[n+]1ccn(-c2nc3c([N+](=O)[O-])cccc3n2C)c1,?,2%,-5%,-10%,?,-17%,-3%,0%,-2%
COc1ccc(-c2coc3cc(OC(C)=O)ccc3c2=S)cc1,.,.,5%,?,.,45µM*,-3%,?,0%
CCN(CC)c1ccc(C(=O)OCC(=O)Nc2ncccn2)cc1,.,.,-2%,34%[activator],.,-9%,-4%,20%[57 µM],41%[activator]
Cc1ccc(OCCNC(=O)c2ccc(C)o2)cc1,-7%,.,-5%,15%,9%[12.7 µM],-16%,-1%,21%,-1%
COc1ccc(NC(=O)c2sc3nc4c(cc3c2N)CN(Cc2ccccc2)CC4)cc1OC,3%[57.1 µM],-6%,-16%,-2%,1%[59 µM],3%,.,44%[activator],?

# A second format for 2 compounds above:
Cc1nc(C)c(C(=O)OCC(=O)NCc2ccccc2Cl)s1
  BAZ2B block: .	BLM helicase inh: .	GLS inhibitor: 0%	POLI inh: 1%	G9a block: .	JMJD2A Tudor: -10%	PGK inhibitor: -7%	HP1b binding inh: 50%[activator]	Pin1 inhibitor: -9%

COc1cc(OC)c(C2C=C(C(=O)O)Nc3ncnn32)cc1OC (centres undefined)
  BAZ2B block: ?	BLM helicase inh: 1%	GLS inhibitor: 5%	POLI inh: -8%	G9a block: ?	JMJD2A Tudor: ?	PGK inhibitor: -5%	HP1b binding inh: 21%	Pin1 inhibitor: -1%

# Assay outcomes (PubChem BioAssay)

# This is a subset; count on the stated rates, not on these rows.
